# Screening data deposited in PubChem BioAssay by Fisher Drug Discovery Resource Center.
# NPYLR7 agonist = activates Aedes aegypti NPYLR7 receptor | HEK293T NPYLR7/Galpha15, GCaMP6s calcium fluorescence | activation, % at 10 µM | 270,000 compounds, 0.15% hits; in the data active = activation above about 40%;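 note: 0% = vehicle and 100% = reference agonist at the receptor; some compounds past the cut are filed as inactive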
# mcGAS lum = blocks mouse cGAS activity; Q8C6L5; recombinant cGAS, Kinase-Glo ATP depletion luminescence; inhibition, % at 12.5 µM; 160,000 compounds, 0.15% hits; AID 1259399;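 note: 0% = negative control wells and 100% = reference inhibitor with no enzyme activity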
# hcGAS lum = inhibitors of human cGAS | Q8N884 | inhibition, % at 12.5 µM | 290,000 compounds, 0.081% hits | recombinant h-cGAS, ATP depletion, Kinase-Glo luminescence;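 note: 0% = vehicle reaction and 100% = reaction without DNA for no activity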
# Target sequence (Q8N884 whole entry, looked up): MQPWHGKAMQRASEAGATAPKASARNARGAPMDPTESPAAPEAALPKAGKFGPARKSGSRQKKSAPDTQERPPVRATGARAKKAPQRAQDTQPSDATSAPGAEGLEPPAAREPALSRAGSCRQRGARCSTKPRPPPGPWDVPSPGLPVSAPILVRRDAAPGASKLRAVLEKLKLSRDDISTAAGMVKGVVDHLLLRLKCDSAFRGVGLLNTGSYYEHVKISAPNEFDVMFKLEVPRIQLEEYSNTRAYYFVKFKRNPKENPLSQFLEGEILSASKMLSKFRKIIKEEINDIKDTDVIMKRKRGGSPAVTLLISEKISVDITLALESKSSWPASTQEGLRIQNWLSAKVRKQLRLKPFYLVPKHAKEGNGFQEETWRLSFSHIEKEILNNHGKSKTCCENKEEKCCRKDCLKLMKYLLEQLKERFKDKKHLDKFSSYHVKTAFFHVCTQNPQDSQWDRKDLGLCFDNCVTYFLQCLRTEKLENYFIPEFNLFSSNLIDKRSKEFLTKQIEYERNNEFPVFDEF
# Active calls of the source: *; . = no result given; & = joins results of further samples. Cut-off read from the data, not from the text of the source, unless noted: active = inhibition above about 40%; inactive = the rest.
SMILES,NPYLR7 agonist,mcGAS lum,hcGAS lum
COc1cccc(C(C)(O)c2nc(-c3csc4ccccc34)cs2)c1 (stereo not drawn),9,.,-2
CC(C)N1CCc2cc(-c3nccn3CCCO)ccc21,10,.,-10
CC(C)(C)OC(=O)NC1CCCN(C(=O)C2=C(Cl)CCCC2)C1 (stereo not drawn),-2,.,7
CN1CCCCC1C(=O)N1CCC(c2n[nH]c(=O)n2-c2ccccc2)CC1 (stereo not drawn),-1,.,-11
CCOC(=O)c1cc(-c2ccc(N3CCN(C(=O)c4c(F)cc(OC)cc4F)CC3)cc2)n(-c2ccc(F)cc2)n1,27,-6,-6
C=C(C)Cn1c(SCCOC)nc2c1c(=O)[nH]c(=O)n2C,.,0,8
O=C1OC2CC3CC(C2)CC1C3,-15,.,0
CC1(C)CC(=O)C(C=NCCC(=O)O)=C(O)C1,5,.,-6
C=CCn1c(SCCC)nc2c([nH]c3ccccc32)c1=O,1,-7,0
CO[C@@H]1c2ccccc2C2(CCN(CCCn3cnnn3)CC2)[C@H]1O,4,-10,-5
O=C1N(c2ccc3c(c2)OCO3)C(c2ccc3c(c2)OCO3)C1(F)F (stereo not drawn),11,.,-5
C=C(C)Cn1c(=O)c2c(nc3n2CC(C)CN3c2ccc(OCC)cc2)n(C)c1=O (stereo not drawn),1,.,-2
Cc1cccc(C(=O)NCc2cccc(-c3ncc(-c4ccccc4)[nH]3)c2)c1,-2,-5,-4
O=C(N=C1c2ccccc2CN1c1ccccc1)Nc1ccccc1,-1,.,-7
O=C(c1n[nH]c2c1CCC2)N1CCCC(c2n[nH]c(=O)n2-c2ccccc2)C1 (stereo not drawn),6,.,1
O=[N+]([O-])c1cc(S(=O)(=O)N2CCCCCC2)ccc1NCc1ccc(N2CCOCC2)nc1,-2,0,4
CCN(CC1CCCO1)C(=O)CS(C)(=O)=O (stereo not drawn),7,.,0
CCc1[nH]c(C(=O)Nc2cccc(S(C)(=O)=O)c2)c(C)c1C(=O)OC,0,-2,-1
Cc1nn(CC(=O)NCCC2=CCCCC2)c(C)c1S(=O)(=O)N(C)C,-1,.,-9
CCOc1ccc(-n2nnc3c(=O)n(CC(=O)N4CCOCC4)cnc32)cc1,7,.,-3
CCN(CC)Cc1ccc(Nc2ccnc3cc(Cl)ccc23)cc1O,-5&-9,.,6&35
CN1CCN(C(=O)c2coc(CN(Cc3ccc(F)cc3)Cc3ccc(Cl)cc3Cl)n2)CC1,1,-1,7
Cc1cc(N2CCN(Cc3cnc(C)[nH]3)CC2)nc(-c2ccccc2)n1,-1,-9,3
CC(=O)N(CCN(C)C)c1nc2cc(C)cc(C)c2s1,-4,-4,-2
C=CCNc1sc(S(C)(=O)=O)nc1S(=O)(=O)c1ccc(Cl)cc1,5,-4,-8
COCCNCC(=O)NCC(=O)Nc1cccc(C)c1,0,.,-3
CCO[C@H]1COC[C@@H]1NC(=O)c1scc2c1OCCO2,6,.,-2
CCOc1ccnc(N(C)Cc2cc(-c3ccncc3)no2)n1,-1,-5,1
CCc1ccc(-c2nccn2Cc2c(C)nn(CC)c2C)nc1,3,-17,2
CC(C)(C)C(=O)N1CCC(c2nnc(C3CC3)s2)CC1,-3,-8,-7
Cn1ccnc1SCC(=O)c1c(N)n(C2CC2)c(=O)[nH]c1=O,7,.,-4
C=CCC(O)c1nnc(Nc2cccc(Oc3ccccc3)c2)s1 (stereo not drawn),6,-7,-3
CCN(CC)Cc1ccc(C(=O)NNC(=O)c2sccc2C)o1,9,-14,-8
Cc1nc(NCCCc2c(C)n[nH]c2C)c2cnn(C)c2n1,20,.,-4
c1ccc2oc(=Nc3cccc4ccccc34)c(-c3nc4ccccc4[nH]3)cc2c1,1,.,-4
CCOC(=O)C1(CCOc2ccccc2)CCN(S(=O)(=O)c2ccc(C)s2)CC1,11&-7,0,-5&-1
CSCCC(=O)NC1CC(=O)N(C2CCCCCC2)C1 (stereo not drawn),10,.,-10
CCCCNc1nc2c(-c3cccc(C(F)(F)F)c3)nnn2c2ccccc12,-8,-8,-6
CCOC(=NC1CCCCC1)NC(=O)c1cccs1,-5,-3,-4
CCc1nccn1CC(=O)NCc1ccc2sccc2c1,-1,.,-6
COc1cc(C=C2COc3ccccc3C2=O)ccc1OCC#N,0,38,-5
CC(NC(=O)CCN(Cc1ccccc1)c1nc(C2CC2)nc2cc(Cl)ccc12)c1ccccc1 (stereo not drawn),18,-7,-1
Cc1cc(O)c(C(c2ccncc2)c2c(O)cc(C)n(C)c2=O)c(=O)n1C,1,1,1
O=C(Nc1nnc(SCc2ccccc2F)s1)c1cc(C(F)(F)F)cc(C(F)(F)F)c1,5,-4,-13
CN(C)S(=O)(=O)c1ccc(C(=O)NCc2nnc(SCC(=O)N3CCc4ccccc43)n2-c2ccccc2)cc1,-6,.,-5

# Compounds above that have a CF3 group:
SMILES,NPYLR7 agonist,mcGAS lum,hcGAS lum
CCCCNc1nc2c(-c3cccc(C(F)(F)F)c3)nnn2c2ccccc12,-8,-8,-6
O=C(Nc1nnc(SCc2ccccc2F)s1)c1cc(C(F)(F)F)cc(C(F)(F)F)c1,5,-4,-13

# 4 records drawn at random from those above, as already listed:
SMILES,NPYLR7 agonist,mcGAS lum,hcGAS lum
C=CCC(O)c1nnc(Nc2cccc(Oc3ccccc3)c2)s1 (stereo not drawn),6,-7,-3
Cc1cc(O)c(C(c2ccncc2)c2c(O)cc(C)n(C)c2=O)c(=O)n1C,1,1,1
CC(NC(=O)CCN(Cc1ccccc1)c1nc(C2CC2)nc2cc(Cl)ccc12)c1ccccc1 (stereo not drawn),18,-7,-1
COc1cc(C=C2COc3ccccc3C2=O)ccc1OCC#N,0,38,-5

# More compounds follow:
SMILES,NPYLR7 agonist,mcGAS lum,hcGAS lum
O=C(NC1CCSC1=O)c1csc(-c2cc3ccccc3[nH]2)n1 (stereo not drawn),1,.,9
O=C(CN(Cc1ccccc1)c1nc(Cc2ccc(Cl)cc2)ns1)N1CCN(c2ccccc2F)CC1,.,-6,-9
CC(=O)N1c2ccccc2C2(O)C1SC1=[N+]2CCCCC1 (stereo not drawn),5,.,-11
COc1ccc(-c2nc(Cn3c(=O)n(C(C)C)c(=O)c4ccccc43)c(C)o2)cc1,2,-9,-7
Cc1cc(C(C)(O)CN)c(C)o1 (stereo not drawn),-15,.,1
COc1cccc(NC(=O)N2CCc3nc(Nc4cc(Cl)cc(Cl)c4)ncc3C2)c1,2,.,-6
COc1ccc(-n2cccn2)c(CN2CCOCC(CN(C)C)C2)c1 (stereo not drawn),-5,.,-5
Cc1csc(SC(C)C(=O)N2c3ccccc3CC2C)n1 (stereo not drawn),15,-16,-6
C=c1c(C#N)c2[nH]c(N)c(C#N)c(C)c-2/c1=C\c1ccc(C(=O)OC)cc1,7,-1,-4
CN(C(=O)c1ccccn1)C(Cc1ccccc1)C1CCN(C(=O)c2csc3c2CCCC3)CC1 (stereo not drawn),12,-10,-5
COc1ccc(-n2c(CCC(=O)NCCC3CCCN3C)ccc2-c2ccc(Cl)cc2)cc1 (stereo not drawn),-1,-5,1
O=C(O)C1COC2(CCN(C(=O)c3ccccc3F)CC2)N1C(=O)c1ccccc1 (stereo not drawn),8,-6,-6
CCOC(=O)c1c(NC(=O)c2cccs2)sc(C(=O)Nc2ccccc2C)c1C,-5,-4,-3
C=CCNC(=O)CCCn1nc([N+](=O)[O-])c(Br)c1C,5,.,-5
CN1C(=O)c2ccc(NC(=O)NCc3ccccc3OC(F)F)cc2C1=O,-4,2,7
COc1ccc(C(=O)N(CC(=O)N2CCc3sccc3C2c2ccccc2C)C(C)C)c(OC)c1 (stereo not drawn),-7,-6,-8
CCOC(=O)CSc1ncnc2c1nnn2-c1ccc(OC)cc1,8,-2,-4
CCc1ccc(C(=O)N(Cc2cccc(OS(=O)(=O)CC)c2)C(C)C)cc1,-15,1,-2
CC(C)(CCl)C(=O)N(CCCN1CCOCC1)CC(=O)N(Cc1ccc(F)cc1)Cc1ccco1,.,-6,-14
O=C1Nc2ccccc2C12CCN(c1noc(-c3ccccc3)n1)CC2,-8,.,4
COc1ccc(S(=O)(=O)NCc2nnnn2-c2ccc(C)cc2)cc1C,16,-8,-5
Cc1nc2c(=O)n(CC(=O)NCc3ccc(F)cc3)nc(-c3ccc(Cl)cc3)c2s1,1,1,12
O=C(c1nc2ccc(Cl)cn2c1CN1CCCC(CO)C1)N1CCc2ccccc2C1 (stereo not drawn),7,-9,-4
O=C1C(O)=C(c2ccc3ccccc3n2)C(c2ccsc2)N1C1CCCC1 (stereo not drawn),6,.,2
C=CCn1c(SCC(N)=O)nc2sc3c(c2c1=O)CCC3,14,.,-5
CC=CCn1c(=O)c2c(nc3n(-c4ccc(O)cc4)c(C)cn23)n(C)c1=O,6,.,-3
CCOC(=O)c1ccc(NC(=O)N2CCc3ccccc3C2c2ccccc2Cl)cc1 (stereo not drawn),22,-6,-3
CCOc1ccc(C=C2SC(=S)NC2=O)cc1OC,5,6,6
CCc1cccc(C)c1Nc1nnc(SCC#N)s1,13,.,-3
O=S(=O)(c1ccc(CNCc2ccc(F)cc2F)cc1)N1CCOCC1,0,.,-7

# Record cards, as listed above. Order of screens: NPYLR7 agonist, mcGAS lum, hcGAS lum
# CC=CCn1c(=O)c2c(nc3n(-c4ccc(O)cc4)c(C)cn23)n(C)c1=O reads 6, ., -3
# O=S(=O)(c1ccc(CNCc2ccc(F)cc2F)cc1)N1CCOCC1 reads 0, ., -7
# CCc1ccc(C(=O)N(Cc2cccc(OS(=O)(=O)CC)c2)C(C)C)cc1 reads -15, 1, -2
# CCOC(=O)CSc1ncnc2c1nnn2-c1ccc(OC)cc1 reads 8, -2, -4
# O=C1Nc2ccccc2C12CCN(c1noc(-c3ccccc3)n1)CC2 reads -8, ., 4

# (more compounds)
SMILES,NPYLR7 agonist,mcGAS lum,hcGAS lum
CCCCN(C(=O)Nc1ccccc1C(F)(F)F)C(CC)c1nc2ccccc2c(=O)n1-c1ccc(F)c(Cl)c1 (stereo not drawn),5,-4,-5
CCCNC(=O)c1cc(NC(=O)Nc2ccc(Cl)cc2Cl)ccc1N1CCCCC1,21,-4,-7
CCOC(=O)C(=C/C(=C/N(C)C)OCC)C(=O)OCC,-5,.,-2
O=C(CCc1ccccc1)N1CCN(c2nccc(-c3cccc(C(F)(F)F)c3)n2)CC1,4,-8,-6
Cc1nn2c(NCCCN(C)C)cc(-c3ccccc3)nc2c1-c1ccccc1,4,-6,-11
CC(=O)c1ccc(C(=O)NC(C)c2ccc(OC(F)F)cc2)s1 (stereo not drawn),2,-9,4
COc1cccc(OCCn2c(C3CC(=O)N(c4cccc(OC)c4)C3)nc3ccccc32)c1 (stereo not drawn),4,-2,-6
CCN(CC)CCn1c(C)nn2c3ccccc3nc12,4,-3,-1
CC(C)(C)c1ccc(-c2cncnc2)cc1,9,-11,-7
Cc1cccc(Oc2cc(N3CCCC3)ncn2)c1,-14,-6,-3
CCCCNC(=O)c1cc(-c2ccc(Cl)cc2)n(-c2ccccc2OC)c1C,-3,-5,-5
COc1nc(C)cc(C)c1CNC(=O)CC1C(=O)NCCN1CC(C)C (stereo not drawn),2,.,1
O=C(NCc1ccccc1)Nc1ccc(N2CCC(Cc3ccccc3)CC2)c(C(=O)NCc2ccc(F)cc2)c1,.,-4,-4
Cc1cc(C(=O)Nc2ccc(F)cc2)n2nc(C(C)(C)C)cc2n1,-1,-4,0
CC(=O)Nc1cccc(-c2ncccc2NC(=O)C(C)C)c1,25,-14,-3
Cc1n[nH]c(=O)n1-c1cccc(Br)c1,5,-15,-5
CCCn1c(=O)[nH]c(=O)c2c3c(cnc21)C(=O)CC(c1ccc(OC)cc1)C3 (stereo not drawn),-1,-8,-6
O=C(CC(c1ccccc1)c1cn(Cc2ccccc2)c2ccc([N+](=O)[O-])cc12)NC1CC1 (stereo not drawn),-14,-1,-5
Cc1ccc(N=Cc2nc(/C=C/c3cccc([N+](=O)[O-])c3)oc2O)cc1,0,-6,-5
Cc1cc(C)cc(C(=O)NCC(=O)N2CCC(c3ccc(O)cc3)CC2)c1,15,-13,-5
O=C(CC1C=CCC1)NC(Cc1ccccc1)CN1CCCCC1 (stereo not drawn),-2,.,-3
CC(C)c1cc(CN2CCC(n3nccc3NC(=O)c3ccccc3)CC2)[nH]n1,20,.,-7
O=C(Nc1cccc(Cn2nc3ccccn3c2=O)c1)C1CCCCC1,0,.,-9
COC(=O)c1cccc(CN2C(=O)C(C)Sc3ccc(C)cc32)c1 (stereo not drawn),-6,.,2
C=CCCC(O)CN(Cc1cccn1C)CC1CCCO1 (stereo not drawn),-5,-5,-5
COc1ccc(N2CCN(C(=O)c3csc(CSc4nnc(-c5ccco5)n4-c4cc(Cl)ccc4C)n3)CC2)cc1,14,-5,-2
Cc1cc(=O)[nH]c2c1c(C)nn2C1CCOC(C)(C)C1 (stereo not drawn),5,.,-8
Nc1nc2c(c(=O)[nH]1)CCN(C(=O)CSC13CC4CC(CC(C4)C1)C3)C2,4,.,0
O=C(c1cncc(N2CC(c3ccncc3)C2)n1)N1CCCC1,-2,2,-4
O=C(CSc1nc2ccccc2s1)N/N=C\c1cccc(Cl)c1Cl,14,-5,-7
CCc1nccc(CN2CCN(C)C3(CCN(C(=O)C(C)(C)C)CC3)C2)n1,-3,-16,-8
COCCN1C(=O)C(CC(=O)NC2CCS(=O)(=O)C2)=C2CCCCC21 (stereo not drawn),.,-5,-7
CCC(NC(=O)Cn1nc(C)c2ccccc2c1=O)c1ncccc1C (stereo not drawn),0,-22,-4
CN(C)CCNCc1c(-c2ccccc2)noc1N1CCCC1,-3,.,-4
CC(=O)N[C@@H](C)C(=O)NCc1cc(C)cc2c(C)c(-c3ccccc3)[nH]c12,0,.,-7
